High-throughput results (PubChem)
MT1-MMP act inh – MT1-MMP (human) activation inhibition; GFP/RFP ratio change, % at 20 µM; HT1080 RFP-PRO-GFP cells, GFP/RFP ratio fluorescence, overnight; percent of plate control window, DMSO zero; P50281; 360,000 compounds, 0.061% hits;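 active means GFP/RFP ratio change of at least 30% with cell ATP level not reduced by more than half and red fluorescence within 50% of control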; further: strong numbers were not always called active
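Assay system: RFP-PRO-GFP reporter HT1080 cells; read-out basis: GFP/RFP fluorescence ratio; benchmarks: DMSO wells and RFP-L50D-GFP cells; doses: 20 µM single dose, 1% DMSO; schedule: overnight cell settling, then overnight compound exposure, 37 °C, 5% CO2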
eLon inh – inhibits E. coli Lon protease | purified E. coli Lon protease, fluorescence polarization | inhibition, % at 7.94 µM | P0A9M0 | 360,000 compounds, 0.42% hits; in the data active means inhibition above about 13%, passing the limit was not always enough;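 further: 0% = enzyme with probe and DMSO and 100% = no enzyme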
MsrA act – activators of bovine methionine sulfoxide reductase A | activation, % at 10.6 µM | 360,000 compounds, 0.3% hits | AID 602163 | purified bovine MsrA, absorbance read-out; in the data active means activation above about 7.5%;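 further: 0% = vehicle and 100% = reference activator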
Neddylation inh – inhibitors of human cullin neddylation; P61081+Q13564; TR-FRET cullin neddylation, biochemical; calls only at 25 µM; 360,000 compounds, 0.58% hits; in the data active means inhibition above about 36%
MLLE-PAM2 inh – inhibitors of microRNA-mediated deadenylation, human PABP1 MLLE binding. P11940. GST-MLLE / FITC-PAM2 fluorescence polarization. inhibition, % at 20 µM. 360,000 compounds, 0.36% hits. AID 588489; in the data active means inhibition above about 35%, passing the limit was not always enough;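 further: plate controls were DMSO wells with GST-MLLE for no effect and wells lacking GST-MLLE protein for full effect; some results filed as inactive read as strong as hits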
NRP1-CendR mod – modulators of CendR peptide binding to human neuropilin-1 | inhibition, % at 25 µM | O14786 | FAM-RPARPAR peptide binding to NRP-1, fluorescence polarization | 360,000 compounds, 0.85% hits;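 active means inhibition or corrected inhibition above about 18%, plus a signal ratio from 0.5 to 1.5, limit read from the data, passing the limit was not always enough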; further: strong numbers were not always called active
FAS TE block – blocks the thioesterase domain of human fatty acid synthase; P49327; 360,000 compounds, 0.67% hits; inhibition, % at 15 µM; recombinant FAS-TE, OMFH fluorogenic substrate, fluorescence endpoint;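 active means compounds whose normalised, plate-corrected inhibition of enzyme fluorescence in the single-dose primary screen is 50% or more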;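 further: 0% = DMSO with enzyme and 100% = substrate without enzyme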
SKN-1 inh – inhibitors of C. elegans SKN-1. C. elegans VP596 Pgst-4::GFP/RFP ratio, acrylamide-induced, 24 h. inhibition, % at 21.8 µM. 360,000 compounds, 0.49% hits;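 active means interference check ratio from 0.5 to 1.5 plus GFP to RFP signal ratio inhibition reaching or exceeding a fixed threshold, cut at about 30% in these data, passing the limit was not always enough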; further: some compounds called inactive have numbers as strong as hits
Rin1-Abl PPI inh – inhibitors of human Rin1-Abl protein interaction | AID 588664 | P00519+Q13671 | inhibition, % at 7.35 µM | 360,000 compounds, 0.4% hits | TR-FRET Rin1/Abl binding, biochemical; in the data active means inhibition above about 5%, passing the limit was not always enough
Starred values were filed as active, the others as inactive; i = inactive; / = no result given. This is a random part of the collection; overall some 4% were active at least once.

SMILES	MT1-MMP act inh	eLon inh	MsrA act	Neddylation inh	MLLE-PAM2 inh	NRP1-CendR mod	FAS TE block	SKN-1 inh	Rin1-Abl PPI inh
O=C(CCN1C(=O)c2ccccc2C1=O)NCc1cccc(Cl)c1	1	-4	0	i	22	14	-3	-3	3
CCOC(=O)/C(N=Nc1c(C)n(C)n(-c2ccccc2)c1=O)=C(\C)O	4	-2	-3	i	-9	-8	-11	2	-1
Cc1csc2c(N3CCC(C(=O)O)CC3)ncnc12	-1	-1	2	i	8	1	-8	-4	-1
CS(=O)(=O)Nc1ccc(S(=O)(=O)N2CCOCC2)cc1	1	-7	1	i	8	-15	-7	-2	-5
O=C(O)c1ccc(COc2ccccc2/C=C2\NC(=O)N(Cc3ccc(F)cc3)C2=O)cc1	2	-1	-9	i	-4	-24	1	6	3
COc1cccc(-c2nnc3sc(-c4ccco4)nn23)c1	-1	8	0	i	-10	-13	0	8	-1
C=CCn1c(SCC(C)=O)nnc1-c1cc(-c2ccccc2)sc1N	-4	-9	-6	i	-78	-29	0	-2	2
C/C(Cl)=C\C[N+](C)(C)CC(=O)OCCc1ccccc1	-1	4	-3	i	11	4	-1	4	-1
O=C(CCCSc1nc2ccccc2s1)Nc1nccs1	1	-10	-1	i	11	-8	3	1	1
COc1ccc(C)cc1NS(=O)(=O)c1ccc(-c2cnc(C3CC3)o2)cc1	4	5	-2	i	0	4	13	9	1
CS(=O)(=O)N1c2cccc3cccc(c23)S1(=O)=O	-3	-2	1	i	-11	8	-1	5	3
O=C(CN1C(=O)C(=O)N(Cc2ccccc2)C1=O)c1ccc[nH]1	-2	-8	-2	i	9	-4	-3	4	-2
CN1CCN(CC(=O)C23CC4CC(CC(C4)C2)C3)CC1	4	5	-1	i	-3	2	-9	1	0
COc1ccc(Nc2nc(NCCO)nc(N3CCCC3)n2)cc1	0	-5	-1	i	-2	4	2	16	0
Cc1ccc(-c2nnc(COc3cccc(-n4cnnn4)c3)o2)cc1	1	-4	0	i	0	-5	25	-6	3
O=C(NCc1ccco1)c1ccc2c(c1)N(Cc1ccc(Cl)cc1)CCS2	-15	-9	-2	i	3	4	16	19	-4
CC1(C)OC(=O)C2=C(C[C@@H](C3CCCCC3)O[C@@H]2c2ccc(F)cc2)O1	-2	3	-1	i	/	-20	16	-10	/
OCCOCCn1c(C2CCCN2c2nc(-c3ccc(F)cc3)cs2)nc2cc(Cl)c(Cl)cc21 (configuration not stated)	-3	-12	-6	i	-10	6	30	-7	4
Cc1ccnc(NS(=O)(=O)c2ccc(NC(=O)c3ccc4c(c3)OCCO4)cc2)n1	-2	-9	-3	i	-1	4	-8	16	1
CC(=O)Nc1ccc(S(=O)(=O)NCCCN2CCN(Cc3ccccc3)CC2)cc1Cl	2	1	-3	i	-1	-13	-8	2	2
O=C(COC(=O)CNS(=O)(=O)c1c(Cl)cccc1Cl)Nc1cccnc1Cl	0	3	-4	i	-6	-14	-7	3	-2
COc1ccc(C(=O)COc2ccc3c(C)cc(=O)oc3c2)cc1	-1	3	3	i	8	-8	24	2	0
COc1ccc(/C=N/NC(=O)CC(=O)N/N=C/c2ccc(OC)cc2)cc1	0	-1	-8	i	1	9	-6	-6	-3
COc1ccc(C2CCCCCN2C(=O)C2CCN(S(=O)(=O)c3cccc(C(C)=O)c3)CC2)cc1 (configuration not stated)	-16	3	-5	i	-1	10	22	-6	6
O=C(Cn1cnc(S(=O)(=O)N2CCCCC2)c1)NCc1ccco1	1	5	-3	i	-1	15	-4	15	2
(listing goes on)
SMILES	MT1-MMP act inh	eLon inh	MsrA act	Neddylation inh	MLLE-PAM2 inh	NRP1-CendR mod	FAS TE block	SKN-1 inh	Rin1-Abl PPI inh
CN(CCc1ccccc1)C(=O)c1ccc(NC(=O)Cc2ccc(NC(=O)C3CCCN(C(=O)C4CCCC4)C3)cc2)cc1 (configuration not stated)	2	1	-5	i	-4	0	-2	3	0
CC(=O)N1CCN(c2ccc([N+](=O)[O-])cc2)CC1	4	-6	-2	i	-2	1	0	-6	-1
CCOc1ccc(S(=O)(=O)N(CC)CC)cc1NC(=O)CSCc1c(C)noc1C	0	-14	-2	i	-6	-5	-4	-2	-2
O=C1CCC([N+](=O)[O-])C(c2cc(Br)ccc2F)N1 (configuration not stated)	1	6	-5	i	-13	4	-4	3	-4
CCCC[C@@H]1C[C@H]1[C@@H](NC(=O)c1ccccc1)c1ccccc1C(F)(F)F	0	-4	0	i	1	5	20	4	3
CC(C)C(=O)NCCc1c[nH]c2ccccc12	3	-5	-8	i	16	0	-10	-10	1
O=C(CCOc1ccccc1)OCC(=O)c1cc2ccccc2o1	0	-5	-7	i	-13	-30	15	0	5
COc1ccc(NC(=O)CC2C(=O)N(C)C(=S)N2Cc2ccc3c(c2)OCO3)cc1 (configuration not stated)	4	-6	-4	i	-18	2	22	-5	-1
CCOC(=O)c1c(N=CN(C)C)c(C#N)c2n1CCCC2	2	-1	-1	i	22	-2	-5	-26	-1
Cc1noc(C)c1NC(=O)Nc1ccc2c(c1)C(=O)N([C@H](C)CO)C[C@H](C)[C@H](CN(C)C)O2	-2	-6	-4	i	22	15	-7	6	0
CC(C)c1csc(CN2CCC(n3nccc3NC(=O)Cc3ccccc3)CC2)n1	-2	3	0	i	-7	-7	-3	3	-2
CCC1Oc2ccc(C)cc2N(CC(=O)NCCCN2CCCC2)C1=O (configuration not stated)	-2	2	-3	i	0	4	-7	11	3
CCCNC(=O)Cn1c(=O)n(C)c2ccccc21	1	-5	-2	i	4	11	-4	4	1
Fc1ccc(NC(=S)Nc2cccnc2)c(F)c1F	2	1	-1	i	27	-3	-4	7	-2
Cc1cc(S(=O)(=O)Nc2ccc3c(c2)COC3=O)ccc1F	3	9	-3	i	-9	-16	-1	8	-3
CCOC(=O)c1ccc(NC(=S)N(CCCN2CCCC(C)C2)Cc2cccs2)cc1 (configuration not stated)	1	-5	-3	i	-64	-5	16	-5	2
c1ccc(Nc2cccc(Nc3ccccc3)n2)cc1	-27	-10	-3	i	10	-8	28	-4	0
COc1ccc(-c2csc(Nc3ncccc3C)n2)cc1	0	2	-2	i	4	-15	21	1	3
Cc1nc2ccc(C(=O)N/N=C/c3ccc(O)cc3)cc2[nH]1	-2	7	-16	i	-3	6	-2	-17	0
O=C(c1ccccc1)[C@@H]1[C@@H](C(=O)c2ccc(F)cc2)[C@@]2(C(=O)Nc3ccccc32)[C@H]2c3ccccc3C=CN12	-61	-9	-4	i	17	-19	5	16	-3
Cc1ccc(OCCOCCNC(C)C)c(Br)c1	4	-2	-9	i	1	-5	-15	-14	-2
Cc1nnc(SCC2=C(C(=O)O)N3C(=O)C(NC(=O)Cn4nc(C)c(Cl)c4C)C3SC2)s1 (configuration not stated)	-1	-4	0	i	34	11	-6	4	1
CC(C)NCc1nnc(-c2ccccc2Cl)o1	2	-3	-6	i	2	1	-5	-1	0
O=C(Nc1ccc(N2CCCC2)c(S(=O)(=O)Nc2cccc(C(F)(F)F)c2)c1)c1cccs1	-3	-12	-4	i	-1	5	32	20	0
Clc1ccc2c(N3CCOCC3)ccnc2c1	1	-8	-3	i	5	0	-6	4	1

Gathered by group, the entries above containing a nitro group on carbon (2)
SMILES	MT1-MMP act inh	eLon inh	MsrA act	Neddylation inh	MLLE-PAM2 inh	NRP1-CendR mod	FAS TE block	SKN-1 inh	Rin1-Abl PPI inh
CC(=O)N1CCN(c2ccc([N+](=O)[O-])cc2)CC1	4	-6	-2	i	-2	1	0	-6	-1
O=C1CCC([N+](=O)[O-])C(c2cc(Br)ccc2F)N1 (configuration not stated)	1	6	-5	i	-13	4	-4	3	-4

(cont.)
SMILES	MT1-MMP act inh	eLon inh	MsrA act	Neddylation inh	MLLE-PAM2 inh	NRP1-CendR mod	FAS TE block	SKN-1 inh	Rin1-Abl PPI inh
CCCC(=O)N1CCN(c2nnc(-c3ccccc3)c3ccccc23)CC1	0	0	-7	i	0	-12	-4	-16	0
Cc1cc(CNC(=O)Cc2ccccc2)c2ccccc2n1	5	0	-13	i	-2	3	2	-7	4
COc1ccc(C(=O)Nc2ccccc2C(=O)O)cc1NC(=O)C(c1ccccc1)c1ccccc1	6	-9	-4	i	7	-21	14	-9	0
O=C(OCC(=O)N1CCOCC1)c1cccc(S(=O)(=O)N2CCCc3ccccc32)c1	-1	-4	-2	i	10	-19	-1	5	-4
N#C/C(=N/O)c1nc(-c2ccc(F)cc2)cs1	-7	-47	5	i	-4	-8	-31	5	0
COc1ccc2nc(SCC(=O)NC3(C#N)CCCCC3)[nH]c2c1	-2	1	-3	i	1	5	-4	12	-3
COc1ccc(C(=O)Nc2cc(C(C)=O)c(C)oc2=O)cc1	-3	-5	0	i	9	-50	-2	-4	1
O=C(NCCCN1CCOCC1)c1cc2ccccc2oc1=O	12	-15	-3	i	7	0	-7	-13	-7
Cc1ccc(-n2ncc3c(NCc4ccc5c(c4)OCO5)ncnc32)c(C)c1	-1	4	-2	i	-2	-6	6	13	-5
CCC(C)COC(=O)C(C#N)c1nc2ccccc2nc1N1CCCCC1 (configuration not stated)	-17	-14	-2	i	-17	-7	24	9	-2
COc1ccc(-n2nnnc2C(c2ccccc2)N2CCN(C/C=C/c3ccccc3)CC2)cc1 (configuration not stated)	/	-6	-12	i	0	0	19	14	5
Cc1nc(C/C(=N\Nc2ccccc2)c2ccc(O)cc2O)cs1	1	-9	-4	i	38	2	26	12	2
Cc1ccc(CNC(=O)CCCn2nc(C)n3ccnc3c2=O)cc1	-1	-1	-4	i	9	1	-6	-11	1

A second format for 3 compounds above:
| canonical_smiles | MT1-MMP act inh | eLon inh | MsrA act | Neddylation inh | MLLE-PAM2 inh | NRP1-CendR mod | FAS TE block | SKN-1 inh | Rin1-Abl PPI inh |
| --- | --- | --- | --- | --- | --- | --- | --- | --- | --- |
| O=C(NCCCN1CCOCC1)c1cc2ccccc2oc1=O | 12 | -15 | -3 | i | 7 | 0 | -7 | -13 | -7 |
| Cc1ccc(-n2ncc3c(NCc4ccc5c(c4)OCO5)ncnc32)c(C)c1 | -1 | 4 | -2 | i | -2 | -6 | 6 | 13 | -5 |
| CCC(C)COC(=O)C(C#N)c1nc2ccccc2nc1N1CCCCC1 (configuration not stated) | -17 | -14 | -2 | i | -17 | -7 | 24 | 9 | -2 |

Single records (already shown):
Results for Cc1nc(C/C(=N\Nc2ccccc2)c2ccc(O)cc2O)cs1 = MT1-MMP act inh = 1; eLon inh = -9; MsrA act = -4; Neddylation inh = i; MLLE-PAM2 inh = 38; NRP1-CendR mod = 2; FAS TE block = 26; SKN-1 inh = 12; Rin1-Abl PPI inh = 2
Results for COc1ccc2nc(SCC(=O)NC3(C#N)CCCCC3)[nH]c2c1 = MT1-MMP act inh = -2; eLon inh = 1; MsrA act = -3; Neddylation inh = i; MLLE-PAM2 inh = 1; NRP1-CendR mod = 5; FAS TE block = -4; SKN-1 inh = 12; Rin1-Abl PPI inh = -3
Results for O=C(OCC(=O)N1CCOCC1)c1cccc(S(=O)(=O)N2CCCc3ccccc32)c1 = MT1-MMP act inh = -1; eLon inh = -4; MsrA act = -2; Neddylation inh = i; MLLE-PAM2 inh = 10; NRP1-CendR mod = -19; FAS TE block = -1; SKN-1 inh = 5; Rin1-Abl PPI inh = -4
